Compound activity from PubChem BioAssay.
Pf Dd2 inh – blocks in vitro growth of P. falciparum Dd2; P. falciparum Dd2 growth, SYBR Green, 72 h; 120,000 compounds, 4.3% hits; Potency, µM (titrated, usually from 28.9 µM), inactives show at the top dose activity, negative = inhibition, hits mostly inhibitors; AID 1347417; active = well fitted inhibition curve with a large enough effect; inconclusive = small, poorly fitted or top-dose-only effect; inactive = no such curve, though single readings can be large or run the other way;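 note: plate controls were DMSO vehicle for no effect and reference drug for full effect; nearly all actives have a fitted effect of over 65% in size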
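Infected erythrocytes (Dd2, 0.3% parasitemia, 2.5% hematocrit final) are added to compound in RPMI-1640/Albumax II medium, grown 72 h at 37C in low oxygen, then lysed with saponin/Triton-X containing SYBR Green and read by fluorescence.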
* marks the source's active call; other numbers are inactive results; i = inactive; ? = inconclusive; [ ] = another dose, or the depositor's remark. Potency is the fitted concentration of half-maximal effect.

SMILES	Pf Dd2 inh
COc1ccc(C(=O)N2C(C(=O)NCC(C)C)COC23CCN(C(=O)C2CCC2)CC3)cc1 (stereo unspecified)	?
O=C(NCCn1cc(SCc2ccc(F)cc2)c2ccccc21)c1cccs1	?
O=C(Nc1cccc(F)c1)N1CCCC(CN2CCOCC2)CC1 (stereo unspecified)	?
Cc1coc2c(C)c3oc(=O)c(CCC(=O)NCCc4ccccc4)c(C)c3cc12	i
CCOc1ccc(Cn2c(CNS(=O)(=O)c3ccc([N+](=O)[O-])cc3)nc3cccnc32)cc1	9%
O=C(NC1CCCCC1)N1CCc2c(nc(-c3ccncc3)[nH]c2=O)C1	-17%
CC(C)Cc1nc2nccc(-c3ccc(F)cc3)n2n1	i
COc1cc(-c2ccnc3nc(Cc4ccc(F)cc4)nn23)cc(OC)c1OC	?
CSCC(=O)N1CC[C@H](NC(=O)NC(C)C)[C@H]1C(=O)N(C)CC(N)=O	-9%[44.1 µM]
COC(=O)c1cc2occc2n1CC(=O)Nc1ccc(N(C)C)cc1	27%
CC(O)CN1CC2(CCC1=O)CCN(S(=O)(=O)N1CCCC1)CC2 (stereo unspecified)	7%
Cc1ccc(Cc2nc3ccccc3nc2SCC(=O)N2CCCc3ccccc32)cc1	-11%
CC(C)=CCC1(CO)CCCN(Cc2cscn2)C1 (stereo unspecified)	?
CC(C)Nc1ccc2nnc(-c3ccc(F)cn3)n2n1	-14%[44.1 µM]
CCN1CCN(CCCNC(=O)c2cc3c(s2)-c2ccccc2OC3)CC1	?
CC(C)Oc1ccc(C(=O)N2CCC(c3nc4ccccc4s3)CC2)cc1	31%[activator]
Cc1ccc2c(c1)SCC(=O)N2CC(=O)N(C)Cc1ccoc1	-12%
CCO[C@H]1CN(Cc2cnc(SCc3ccccc3)nc2)C[C@@H]1O	-18%
NCCn1cc(C(=O)NCc2cc3n(n2)CCN(C2CCCCC2)C3)nn1	1%
Cc1cc(=O)n(CC(=O)N2CCN(c3ccc(F)cc3)CC2)c(-c2ccc(F)cc2)n1	-15%
CN(Cc1nccn1Cc1ccccc1)C(=O)CCc1ccc2c(c1)OCO2	-10%
Cc1ccc(-n2c(=O)c3c4c(sc3n(CC(=O)Nc3cccc(Cl)c3)c2=O)CCCCC4)cc1C	?
CC1(COc2cccnc2)COc2ccc(C(=O)NC3CCC(O)CC3)cc2N1 (stereo unspecified)	-21%[44.1 µM]
CS(=O)(=O)N1C[C@H]2CCN(C(=O)c3ncccc3F)C[C@H]21	11%
O=C(CCC[C@@H]1[C@H]2CCCN3CCC[C@@H](CN1C(=O)c1ccccc1)[C@@H]23)NCCN1CCCCC1	-13%
CCOC(=O)CCCOc1cccn2c(=O)c(-c3cc(C)n(-c4ccc(Cl)cc4)n3)c(C)nc12	?
O=C(C1CC1)N1CCC2(CCCCO2)CC1	-2%
Cc1ccc(Cn2c(C(=O)O)c(CNCc3cccs3)c3ccc(C)cc32)cc1	?
Cc1nc(C)c(C(=O)N2CCCC(c3nn(C)c(=O)n3-c3ccccc3)C2)s1 (stereo unspecified)	20%
COc1ccccc1CNC(=O)c1ccc(N2CCCC2)c(NC(=O)NCc2ccccc2)c1	9%

Structures shown so far with fluorine:
SMILES	Pf Dd2 inh
O=C(NCCn1cc(SCc2ccc(F)cc2)c2ccccc21)c1cccs1	?
O=C(Nc1cccc(F)c1)N1CCCC(CN2CCOCC2)CC1 (stereo unspecified)	?
CC(C)Cc1nc2nccc(-c3ccc(F)cc3)n2n1	i
COc1cc(-c2ccnc3nc(Cc4ccc(F)cc4)nn23)cc(OC)c1OC	?
CC(C)Nc1ccc2nnc(-c3ccc(F)cn3)n2n1	-14%[44.1 µM]
Cc1cc(=O)n(CC(=O)N2CCN(c3ccc(F)cc3)CC2)c(-c2ccc(F)cc2)n1	-15%
CS(=O)(=O)N1C[C@H]2CCN(C(=O)c3ncccc3F)C[C@H]21	11%

Later entries
SMILES	Pf Dd2 inh
O=C(c1ccoc1)N1CCC(c2noc(CO)n2)C1 (stereo unspecified)	-9%
CN1CCCCCCN(C(=O)C2CCOCC2)[C@H]2CCC[C@H]2C1=O	7%
COc1cccc(-c2cn3c(n2)sc2cc(C(=O)NCCC4=CCCCC4)ccc23)c1	i
CC(=O)N1CCCN(C(=O)C(c2cccc(F)c2)N(C)C)CC1 (stereo unspecified)	4%
FC(F)(F)c1ccc(O[C@H]2COCCN(c3nc4ccccc4o3)C2)nc1	i
O=C(c1cnccn1)N1C[C@@H]2OCC(=O)N(Cc3ccccc3)[C@@H]2C1	23%[44.1 µM]
Cc1ncccc1C(=O)N1CCC(c2noc(-c3ccccn3)n2)C1 (stereo unspecified)	i[5.79 µM]
CCn1cc(C(=O)NCCCN2CCC(C)CC2)c(=O)c2cc(S(=O)(=O)N(C)C3CCCCC3)ccc21	?
O=c1c2nc(NCc3cccs3)ccc2ncn1Cc1ccccc1	?
Cc1ccc(CNS(=O)(=O)c2cc3c(cc2Cl)NC(=O)CO3)o1	i
C=CCN(Cc1cccc(OCC)c1)C(=O)CC1CNCCO1 (stereo unspecified)	?
O=C(Nc1ccccc1Cl)N1CCC2(CC1)Oc1ccccc1C(=O)N2Cc1ccc(F)cc1	14µM*
Cc1ccc(C)c(CSC2=NC(C)(C)Nc3ccccc32)c1	?
O=C(Nc1ccnn1C1CCN(Cc2ccc(-c3ccccc3)cc2)CC1)C1CC1	?
CS(=O)(=O)N1CCN2C(=O)N(Cc3cccnc3)C[C@H]2C1	-5%[44.1 µM]
COc1ccc(C(=O)N2CCCC(c3nc(-c4ccccc4)no3)CCNC(=O)CC2)cn1 (stereo unspecified)	?
CCOc1ccccc1NC(=O)c1nc(S(=O)(=O)Cc2cccc(C)c2)ncc1Cl	20%
CCC(C)n1c(=N)c(C(=O)NCc2ccccc2)cc2c(=O)n3cc(C)ccc3nc21 (stereo unspecified)	-25%
COc1ccccc1CN1CCc2c(n(CCOc3ccccc3)n(-c3ccccc3)c2=O)C1	-23%
Cc1noc(C)c1-c1cc(-c2ccccc2O)cn2cncc12	14µM*
CN(C(=O)c1c[nH]c2ccc(S(=O)(=O)Nc3cccc(C(F)(F)F)c3)cc2c1=O)C1CCCCC1	23%
Cc1nn2c(=O)cc(COC(=O)c3ccccc3NC(=O)C(C)Oc3ccccc3)nc2s1 (stereo unspecified)	i
CS(=O)(=O)N1CCC(OC2CCN(C(=O)Nc3cccc(C(F)(F)F)c3)CC2)CC1	-65%
CCc1cccc(C)c1Nc1c(-c2cccc(O)c2)nc2cnccn12	8.9µM*
COc1ncc(-c2cc(C(=O)NCc3cnn(C)c3)c3c(c2)N(C)CCO3)cn1	i
C[S+](=O)([O-])N1Cc2ccccc2CC2(CCCN(Cc3cccnc3)C2)C1 (stereo unspecified)	?
COCC(=O)N1CCN(C(=O)c2cccnc2)[C@@H](C(=O)N[C@H]2CCCNC2=O)C1	-4%[44.1 µM]
COc1cccc(-n2c(SCC(=O)N3CCCCC3)nc3c([nH]c4ccccc43)c2=O)c1	-3%
COCCn1ncc(N2CCC(NC(=O)C(C)C)CC2)cc1=O	i
CCN(CC)C(=O)N1CCCN(C(=O)C2CC2)C(c2ccccc2)CC(=O)NCC1 (stereo unspecified)	-19%
O=C(NC1CC(=O)N(CCCc2ccccc2)C1)c1ccc2c(c1)OCO2 (stereo unspecified)	-4%
O=C([C@H]1C[C@@H](F)CN1S(=O)(=O)c1cccc(C(F)(F)F)c1)N1CCOCC1	12%
COc1ccc(-c2cc(C(=O)NC3CC3)c3c(C4CCNC4)nn(C)c3n2)cc1 (stereo unspecified)	?
CNC(=O)c1cccn2nccc12	10%[44.1 µM]
O=C(N[C@@H]1CN(CC2CC2)C[C@H]1CO)c1ccccc1	-25%
COc1ccc(Oc2nc3c(c(=O)n(C)c(=O)n3C)n2Cc2ccccc2Cl)cc1	i
Cc1ccccc1CNC(=O)c1cccc(NC(=O)N2CCSc3ncccc32)c1	i
COc1cccc(CN(Cc2cccnc2)C(=O)C2CNCCO2)c1OC (stereo unspecified)	-17%
CC1CCN(C(=O)Cn2cc(SCC(=O)NCc3ccccc3)c3ccccc32)CC1	-12%
COc1ccc(CNC(=O)Cn2nc(N3CCN(c4ccccc4)CC3)ccc2=O)c(OC)c1	-11%
CN(Cc1cc(=O)c2cc(C(N)=O)ccc2[nH]1)Cc1n[nH]c2c1CCCCC2	i
Cc1sc2ncnc(N3CCC(NC[C@@H]4C[C@H](F)CN4)CC3)c2c1C	-25%
Oc1ccc(Cl)cc1Nc1nc2ccccc2n2cnnc12	-3%
O=C(N[C@@H]1CCC[C@@H]1C(=O)N1CCSCC1)c1ccncc1	24%
O=C(CCC1N=C2c3ccccc3N=C(SCC(=O)Nc3ccc(F)cc3)N2C1=O)NCc1cccs1 (stereo unspecified)	?
COc1ccccc1N1CCCc2ncc(C(=O)Nc3ccccc3C)cc21	-32%[44.1 µM]
CCOc1ccccc1NC(=O)Cn1c(=O)n(Cc2cccs2)c(=O)c2cccnc21	8%
CC(C)Oc1cccc(-c2nnc(CCC(=O)NCCOc3ccccc3)c(=O)[nH]2)c1	?
O=C1CC2(CCN(C(=O)[C@@H]3CCCN3)CC2)CN1Cc1ccc(F)c(F)c1	-7%
COc1cc(NS(=O)(=O)c2ccc(NC(=O)c3cccc(F)c3)cc2)nc(OC)n1	i

Other compounds follow.
SMILES	Pf Dd2 inh
Cc1ccc(NC(=O)Cn2nc(-c3ccncc3)ccc2=O)cc1Cl	-4%
Cc1noc2ncnc(NCCc3ccccc3)c12	-2%
c1ccc(Cc2noc(CCn3ccnc3-c3ccncc3)n2)cc1	2%
Cn1cc(NC(=O)C[C@H]2NC(=O)c3ccccc3NC2=O)cn1	-20%
Cc1cc(C)cc(-n2ccnc2SCC(=O)Nc2nc3ccc(C)cc3s2)c1	4%
O=C(c1ccc(N2CCC(CO)C2)nc1)N1CCC(Oc2cccnc2)CC1 (stereo unspecified)	-28%
COc1ccc(C[C@H](NC(=O)[C@@H]2C[C@H](NC(=O)Nc3ccc(F)cc3F)CN2C(=O)CC(C)(C)C)C(N)=O)cc1	i
COC(=O)c1ccc(NC(=O)Cn2nc3n(c2=O)CCCC3)cc1	i
CCc1ccc2oc(C(=O)Nc3cc(Cl)ccc3OC)cc(=O)c2c1	24%
Cc1c2cnn(CC(=O)NCc3ccc(F)cc3)c(=O)c2c(C)n1Cc1ccccc1Cl	-13%

In the list so far, these have a CF3 group:
SMILES	Pf Dd2 inh
FC(F)(F)c1ccc(O[C@H]2COCCN(c3nc4ccccc4o3)C2)nc1	i
CN(C(=O)c1c[nH]c2ccc(S(=O)(=O)Nc3cccc(C(F)(F)F)c3)cc2c1=O)C1CCCCC1	23%
CS(=O)(=O)N1CCC(OC2CCN(C(=O)Nc3cccc(C(F)(F)F)c3)CC2)CC1	-65%
O=C([C@H]1C[C@@H](F)CN1S(=O)(=O)c1cccc(C(F)(F)F)c1)N1CCOCC1	12%

Next section
SMILES	Pf Dd2 inh
Cc1cccc(-c2noc(CCC(=O)N3CCC(C)(c4noc(C)n4)CC3)n2)c1	20%
CCc1ccc(NC(=O)CN(c2ccc(C)cc2)S(=O)(=O)c2cccs2)cc1	-19%
COc1ccc(C(=O)N[C@@H]2C=C(C(=O)N[C@H](C)C(N)=O)C[C@@H](O)[C@@H]2O)cc1	15%[44.1 µM]
COC(=O)c1ccccc1NC(=O)Cn1nc(C)c2nn(-c3ccc(Cl)cc3)c(C)c2c1=O	6%
Cc1nn(C(C)C(=O)N2CCN(c3ccc(F)cc3)CC2)c(=O)c2c1sc1ccccc12 (stereo unspecified)	-18%
O=C(Cc1ccccc1F)NCCC1CCN(C(=O)Nc2ccc(F)cc2F)CC1	i
CN(Cc1ccccc1)C(=O)c1c(OCC2CC2)cc(=O)n2c1CCOCC2	-6%
COc1ccc(N2CC(c3noc(-c4ccc(C(C)(C)C)cc4)n3)CC2=O)cc1OC (stereo unspecified)	i
CCCN(CCC)CCCNC(=O)C1CCN(c2nc3ccc(CC)cc3s2)CC1	7.1µM*
COc1cccc2sc(N(Cc3cccnc3)C(=O)C3COc4ccccc4O3)nc12 (stereo unspecified)	-1%
COc1cc2c(cc1OC)C(CNC(=O)Cc1ccccc1)N(C(=O)NC(C)C)CC2 (stereo unspecified)	i
COc1cc(CNC(=O)c2ccc3c(c2)N(C)C(=O)C2CCCCN32)cc(OC)c1OC (stereo unspecified)	-9%
COc1ccc(-n2nc(C(=O)N3CCC(C)CC3)c3c4ccccc4n(C)c3c2=O)cc1Cl	?
Cc1c(Cl)cccc1NC(=O)CCn1c(=O)c2cccn2c2ccccc21	i
Cc1cccc(C(=O)Nc2ccccc2OCc2cc(=O)n3ccccc3n2)c1	22%
CC(=O)c1cc(CN2CCC3(CC2)C(C(=O)O)CC(=O)N3C)cs1 (stereo unspecified)	-5%
CC(=O)c1cccc(NC(=O)CC(c2ccc(C)cc2)N2Cc3ccccc3C2=O)c1 (stereo unspecified)	?
CC(C)CCN1CCC2(C1)C(=NC1CCCC1)NC(=O)N2c1cccnc1 (stereo unspecified)	?
Cc1cccc(OC[C@H]2C[C@@H](NC(=O)c3ccccc3)[C@H](O)[C@@H]2O)n1	-12%[44.1 µM]
COc1ccccc1-c1noc(-c2ccc(NCCc3ccccc3)c([N+](=O)[O-])c2)n1	27%
CC1=C[C@@H](CNC2CCOCC2)[C@H](C(C)C)C[C@H]1Cc1nc2ccc(F)cc2[nH]1	?
CCOc1ccccc1C(=O)N1CCCC2(C1)NC(=O)N(Cc1ccc(Cl)cc1)C2=O (stereo unspecified)	i
COCCNC(=O)c1ccc2c(c1)N(C)C(CC(=O)Nc1cccnc1)CO2 (stereo unspecified)	-10%
Cc1cc(NCc2ccccc2Cl)n2cnnc2n1	9%

Only part of the results is shown; rates above refer to the full screens.
